# Source: PubChem BioAssay (National Center for Advancing Translational Sciences (NCATS))
# Luc counter = Counterscreen for Luciferase (Kinase-Glo TM) Inhibition; 0.28% of 200,000 active; Luciferin 4-monooxygenase (Photuris pensylvanica), Q27757; Kinase-Glo luciferase, ATP luminescence, 8 min; Potency, µM (top dose mostly 38.3 µM), without a hit: at the top dose activity change, negative = inhibition, usual class: inhibitors; note: potency is the fitted concentration of half-maximal effect; % is set by controls: 0 for no effect and ±100 for the full control effect; nearly all actives have a fitted effect of over 60% in size
#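 Substrate mix (final 50 mM imidazole pH 7.2, 50 mM KCl, 7 mM MgCl2, 10 uM ATP, 0.01% Tween 20, 0.05% BSA) plus pin-tool compound, then Kinase-Glo detection mix; 8 min ambient, luminescence read.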
# CBFb-RUNX1 inh = qHTS Assay for Compounds Blocking the Interaction Between CBF-beta and RUNX1 for the Treatment of Acute Myeloid Leukemia; AlphaScreen CBFb-His/RUNX1-biotin binding, biochemical; Potency, µM (titrated, usually from 59.8 µM), inactives show at the highest dose activity, negative = inhibition, actives largely listed as inhibitors; 230,000 tested, under 10 active; note: % of control where 0% means no effect
# Target sequence (Q01196 whole entry, looked up): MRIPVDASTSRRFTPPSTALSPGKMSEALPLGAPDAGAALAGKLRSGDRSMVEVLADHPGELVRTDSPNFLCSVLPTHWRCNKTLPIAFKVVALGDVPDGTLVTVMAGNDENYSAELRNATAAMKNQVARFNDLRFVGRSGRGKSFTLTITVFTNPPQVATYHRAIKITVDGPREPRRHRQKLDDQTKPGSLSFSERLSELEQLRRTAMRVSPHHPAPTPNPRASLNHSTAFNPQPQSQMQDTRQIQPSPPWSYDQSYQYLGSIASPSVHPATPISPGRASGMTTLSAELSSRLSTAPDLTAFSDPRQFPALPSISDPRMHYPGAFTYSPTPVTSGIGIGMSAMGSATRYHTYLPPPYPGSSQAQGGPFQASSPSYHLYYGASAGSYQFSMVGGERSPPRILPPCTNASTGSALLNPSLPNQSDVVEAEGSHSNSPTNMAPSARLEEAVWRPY
# Target sequence (Q13951 whole entry, looked up): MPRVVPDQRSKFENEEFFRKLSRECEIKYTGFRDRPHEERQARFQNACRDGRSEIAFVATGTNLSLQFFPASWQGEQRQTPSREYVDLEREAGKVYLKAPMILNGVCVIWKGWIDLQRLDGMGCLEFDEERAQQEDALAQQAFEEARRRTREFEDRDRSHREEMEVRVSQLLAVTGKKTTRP
#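 Inhibition was taken as any reduction in AlphaScreen signal from the CBF-beta–RUNX1 pair (His and biotin tags, 30 nM each), measured after compound (15 min) and bead (90 min) incubations at room temperature.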
# IMPase Li cell = qHTS Assay for Identifying the Cell-Membrane Permeable IMPase Inhibitors: Potentiation with Lithium | 0.35% of 210,000 active | Potency, µM (series often up to 59.4 µM), for inactives: at the highest dose activity, negative = IMPase inhibition, actives largely listed as inhibitors | CHO-M1 cells, IP1 TR-FRET (IP-One), carbachol + lithium | AID 1457, 2008;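 note: IP1 builds up when IMPase is blocked and the TR-FRET signal falls; potency is the fitted concentration of half-maximal effect; plate controls were basal vehicle for no effect and high inhibitor control for full effect; nearly all actives have a fitted effect of over 50% in size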
#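 Readout is a homogeneous TR-FRET IP1 immunoassay (Ex 320, Em 665 and 620), where raised cytosolic IP1 lowers signal. Cells were CHO-M1 treated 30 min at 37C with test compounds plus a little lithium; AC50 values came from Hill-equation fitting.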
# HttQ103 aggreg = qHTS Multiplex Assay to Identify Dual Action Probes in a Cell Model of Huntington: Aggregate Formation (GFP); PC12 HttQ103-GFP aggregates, Acumen cytometry, 40 h; Potency, µM (doses to about 46.1 µM), for inactives: at the top dose activity change, negative = inhibition, usual class: inhibitors; 1.1% of 220,000 active; AID 1688, 2009; note: potency is the fitted concentration of half-maximal effect; % is set by controls: 0 for no effect and ±100 for the full control effect; nearly all actives have a fitted effect of over 60% in size
#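 Aggregate formation scored by laser-scanning cytometer (488 excitation, 500–530 emission) in lysed PC12 cells expressing Q103-GFP after 100 nM tebufenozide induction; library tested in dose series, with ATPLite reagent added in the multiplex.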
# Lamin A splicing = qHTS Assay for Modulators of Lamin A Splicing; HeLa LMNA splicing GFP/RFP minigene ratio, 48 h; Potency, µM (series often up to 46.1 µM), without a hit: at the top dose ratio change, negative = inhibition, actives largely listed as inhibitors; 0.01% of 200,000 active; active = well fitted inhibition curve with a large enough effect in the signal ratio, with a control signal flat, not every such curve was filed as active; inconclusive = small, poorly fitted or top-dose-only effect, or effect the other way, or a change in a side signal; the % refers to the signal ratio; note: potency is the fitted concentration of half-maximal effect; % is set by controls: 0 for no effect and ±100 for the full control effect
#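 S3 HeLa cells stably expressing lamin A-EGFP splicing minigene plus DsRed2, 600 cells/well, 48 h compound exposure at 37C. Laser-scanning cytometry; analysed as GFP (500-530 nm)/RFP (575-640 nm) total intensity ratio; 0.5% DMSO vehicle.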
# SMN2 splice up = qHTS Assay for Enhancers of SMN2 Splice Variant Expression. HEK293 SMN2-luciferase splicing reporter, luminescence, 30-36 h. Potency, µM (top dose mostly 46.1 µM), for inactives: at the highest dose activity change, positive = activation, hits mostly activators. 2.8% of 210,000 active. AID 1458, 2008; note: potency is the fitted concentration of half-maximal effect; % of control where 0% means no effect; nearly all actives have a fitted effect of over 55% in size
#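 qHTS luciferase splicing reporter: luminescence rises when SMN2 exon 7 is included in transfected HEK293 cells. Compound exposure lasted 30-36 h at 37C, with 4.5 mM final sodium butyrate as control, followed by a ONE-Glo read.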
# HTT cytoprotect = qHTS Multiplex Assay to Identify Dual Action Probes in a Cell Model of Huntington: Cytoprotection (ATP); PC12 HTT-Q103 induced, cytoprotection, ATP luminescence, 40 h; Potency, µM (titrated, usually from 56.4 µM), without a hit: cytoprotection (ATP increase), most hits filed as activators; 0.14% of 230,000 active;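 note: potency is the fitted concentration of half-maximal effect; % of control where 0% means no effect; nearly all actives have a fitted effect of over 45% in size; toxic huntingtin expression switched on by the ecdysone agonist tebufenozide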
#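 Huntington model: PC12 line, ecdysone-inducible HTTQ103 exon1–GFP, tebufenozide 100 nM. Test articles in a dose series. Endpoint luminescence from cellular ATP.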
# Numbers without * were called inactive; u = inconclusive; x = no result given; & = joins results of further samples; [ ] = another dose, or the depositor's remark. Unless noted, calls come from the whole dose curve; as a rule, active = well fitted curve in the direction sought with a large enough effect; inconclusive = small, poorly fitted or top-dose-only effect, or another doubt; inactive = no such curve, though single readings can be large; an effect the other way counts as inactive or inconclusive.
SMILES,Luc counter,CBFb-RUNX1 inh,IMPase Li cell,HttQ103 aggreg,Lamin A splicing,SMN2 splice up,HTT cytoprotect
OC1CCN(Cc2cn(Cc3ccccc3)nc2-c2cc3ccccc3o2)CC1,2%,-3%,10%,-8%[9.22 µM],-15%[46 µM],x,-15%[10 µM]
O=C(O)c1ccn(COc2ccc(Br)cc2)n1,6%,3%,-18%,-6%,x,u,u
Nc1ncnc2c1ncn2C1CCCO1 (centres undefined),-3%,12%&10%&14%,14%&-6%,x,-1%,5%&1%,-1%
N#CCCN1CCN(C2=NC(=O)/C(=C\c3cccs3)S2)CC1,-7%,u,12%,5%,-7%[46 µM],-10%,-28%[10 µM]
O=C(NCc1ccccc1)NCc1cccs1,3%,7%,10%,0%[9.22 µM],u,x,-4%[10 µM]
CCOC(=O)c1c(C)[nH]c(C)c1C(=O)CSc1nc2ccccc2n1CCC#N,7%,7%,3%,8%,-16%,12%,13%[1.9 µM]
Cc1onc(-c2ccccc2)c1C(=O)N1CCN(c2ncccn2)CC1,-4%,-15%,-17%,28%[9.22 µM],x,x,31%[10 µM]
CCN(CC)S(=O)(=O)c1ccc(Cl)c(C(=O)Nc2nncs2)c1,-1%,6%,27%[38.3 µM],-22%,-1%,1%,-6%[10 µM]
O=C1CN(C(=O)COC(=O)/C=C/c2ccc(S(=O)(=O)N3CCOCC3)cc2)c2ccccc2N1,0%,0%,13%,20%,-10%[46 µM],8%,-20%
O=C(CNCC1CCCO1)Nc1ccc([N+](=O)[O-])cc1C(=O)Nc1ccccc1F (centres undefined),9%,7%,3%,8%,x,17%,-34%[inhibitor]
O=C(Cn1c(=O)n2ncnc2c2c3c(sc21)CCCC3)c1ccccc1,-1%,5%,-7%[38.3 µM],u,5%,-13%,-21%[10 µM]
CC(C)NC(=O)C(=O)NCc1ccccn1,x,5%,x,2%[9.22 µM],x,x,19%[10 µM]
Cc1ccc(C)c(N2C(=O)CS/C2=N\NC(=O)c2ccccc2Cl)c1,-3%,2%,12%[38.3 µM],21%,-21%,-7%,-2%
O=C(NCc1ccc2c(c1)OCO2)c1cc(-c2ccncc2)nc2ccccc12,x,0%,x,-1%[9.22 µM],x,x,-2%[10 µM]
Cc1nc(OCc2ccccc2)c2ccccc2n1,-3%,1%,-11%[38.3 µM],-14%,1%,-30%,-14%

# Some entries already given, reduced to IMPase Li cell.
SMILES | IMPase Li cell
Nc1ncnc2c1ncn2C1CCCO1 (centres undefined) | 14%&-6%
O=C(NCc1ccccc1)NCc1cccs1 | 10%

# The list continues.
SMILES,Luc counter,CBFb-RUNX1 inh,IMPase Li cell,HttQ103 aggreg,Lamin A splicing,SMN2 splice up,HTT cytoprotect
COC(=O)c1ccsc1NC(=O)CN1CCN(c2ccc(F)cc2)CC1,-1%,-8%,27%[38.3 µM],u,-23%,-14%,15%
CCS(=O)(=O)N1CCN(C(=O)C(c2ccccc2)c2ccccc2)CC1,0%,-3%,4%[38.3 µM],-19%,3%,-4%,-47%[inhibitor]
Cn1c(=O)c2c(ncn2CC(=O)N(Cc2ccccc2)c2ccccn2)n(C)c1=O,-2%,3%,18%[38.3 µM],-32%,-8%,-3%,12%
CCOC(=O)C(C#N)C(c1cccnc1)c1c(C)[nH][nH]c1=O (centres undefined),1%,4%,-5%[38.3 µM],-8%,10%,11%,24%[10 µM]
COc1ccc(OCCNC(=O)/C=C/c2ccccc2)cc1,-2%,-1%,1%,-16%,x,-3%,-40%[inhibitor]
Cc1ccc(C(O)(c2ccccc2)c2ccccc2C(C)N(C)C)c(C)c1 (centres undefined),-1%,-4%,17%[38.3 µM],-23%,u,-18%,-51%[inhibitor]
COc1ccc(CN2CCCC(CNC(=O)c3ccc(F)cc3)C2)c(C)c1C (centres undefined),1%,2%,23%,-5%[9.22 µM],-6%[46 µM],-7%,-1%[10 µM]
CCN1C(=O)CSc2ccc(C(=O)OC)cc21,2%,4%[2.36 µM],-9%,2%,-6%,3%,-5%
Cc1ccc(F)c(NC(=O)/C(C#N)=C(\O)c2ccc(C(C)(C)C)cc2)c1,1%,-6%,-5%,28%,u,u,-82%[inhibitor]
COc1ccc(CCNC(=O)C2CC(c3ccc([N+](=O)[O-])cc3)=NO2)cc1 (centres undefined),-1%,-5%,7%[38.3 µM],-3%,u,-13%,u
COc1ccc2oc(C)c(C(=O)Cn3ccnc3)c2c1,1%,6%,31%[38.3 µM],-29%,12%,-13%,-1%
Cc1c(CCC(C)C)c(=O)n2c([nH]c3ccccc32)c1C#N,-2%,4%,-13%[38.3 µM],u,-7%,-62%[inhibitor],10%
COc1ccccc1N1CCN(C(=O)c2ccoc2C)CC1,2%,4%,10%[38.3 µM],-4%,-9%,x,-8%[0.074 µM]
O=C(NCc1ccccn1)c1cc(-n2cnnc2)ccc1Cl,-2%,7%,-5%[38.3 µM],11%,-3%,u,4%[0.074 µM]
CCOC(=O)Cn1cnc2sc(C(=O)OC)c(C)c2c1=O,0%,10%,3%,-17%[9.22 µM],22%[46 µM],x,-13%[10 µM]
CCOC(=O)COn1c(-c2cccc(Cl)c2)nc2ccc([N+](=O)[O-])cc21,0%,3%,26%[38.3 µM],-4%,0%,7%,9%
CC(=O)c1ccc(-c2ccccc2OC(F)(F)F)o1,x,-10%,x,-16%[9.22 µM],x,x,-23%[10 µM]
O=C(NCc1cccnc1)c1ccc(-c2ccccc2[N+](=O)[O-])o1,2%,-11%,-2%,3%,-5%,8%,-25%[10 µM]
CSc1cccc(NC(=O)/C=C/c2ccccc2)c1,-2%,14%,-2%[38.3 µM],0%,u,u,-11%
CCOc1ccccc1OCC(=O)Nc1nnc(C)s1,2%,12%,-3%,20%,-12%,2%,-3%[10 µM]
O=S(=O)(c1ccc(Cl)cc1)N1CCN=C1SCc1ccc(Cl)c(Cl)c1,-2%,u,14%,23%,0%,-30%[inhibitor],-5%[10 µM]
O=C(/C=C/c1cccs1)N1CCN(Cc2ccc3c(c2)OCO3)CC1,3%,4%,3%,-3%,u,-5%,8%[0.074 µM]
O=C(COC(=O)c1ccc2ccccc2c1)Nc1ncc(C(F)(F)F)cc1Cl,-1%,1%,u,1%,7%,-16%,18%
O=C(CCCN1CCOCC1)c1ccc2c(c1)OCCO2,4%,1%,-6%[38.3 µM],4%,4%,u,-5%
O=C(O)C1CCN(c2nc(-c3ccccc3)nc3c2oc2ccccc23)CC1,x,0%,x,-10%,u,x,-3%
CC(=O)N1CC=C2C(C#N)=C(N)C(C#N)(C#N)[C@H](c3ccoc3)[C@H]2C1,5%,7%,-8%,-1%,-8%,2%,-1%[10 µM]
O=C(CCc1nc(-c2ccccc2)no1)Nc1cc(C(F)(F)F)ccc1Cl,1%,1%,8%[38.3 µM],9%,u,-25%,1%[0.074 µM]
CCOC(=O)C(c1ccccc1)C(Nc1cc(C(F)(F)F)cc(C(F)(F)F)c1)c1ccccn1 (centres undefined),x,0%,x,-10%[9.22 µM],x,x,-7%[10 µM]
O=S(=O)(c1cccc(-c2nnc3n2CCCCC3)c1)N1CCCC1,2%,4%,6%,2%,-1%[46 µM],11%,-17%
CCn1cc(C(=O)NC2CCc3ccccc32)c(=O)c2ccc(C)nc21 (centres undefined),1%,11%,6%,-18%,-12%,3%,-7%[10 µM]

# 2 compounds picked at random from the list so far, as already listed:
SMILES,Luc counter,CBFb-RUNX1 inh,IMPase Li cell,HttQ103 aggreg,Lamin A splicing,SMN2 splice up,HTT cytoprotect
CCS(=O)(=O)N1CCN(C(=O)C(c2ccccc2)c2ccccc2)CC1,0%,-3%,4%[38.3 µM],-19%,3%,-4%,-47%[inhibitor]
COc1ccc(CN2CCCC(CNC(=O)c3ccc(F)cc3)C2)c(C)c1C (centres undefined),1%,2%,23%,-5%[9.22 µM],-6%[46 µM],-7%,-1%[10 µM]

# The list continues.
SMILES,Luc counter,CBFb-RUNX1 inh,IMPase Li cell,HttQ103 aggreg,Lamin A splicing,SMN2 splice up,HTT cytoprotect
O=C(OCC(=O)N1CCc2ccccc21)C1=COCCO1,-7%,1%,-3%,-11%,-4%,9%,0%[10 µM]
CC(=O)N1CCN(Cc2nc3cc(NC(=O)C4CCCCC4)ccc3n2C)CC1,-1%,-1%,-2%[38.3 µM],15%,8%,-9%,-4%
Cc1ccc(-n2c(-c3ccco3)n[nH]c2=S)cc1,2%,2%,-7%,2%[9.22 µM],x,x,6%[10 µM]
NC1=NC[C@H](CC2CCCCC2)N1CCc1cc(C(F)(F)F)cc(C(F)(F)F)c1,x,22%,x,-5%[9.22 µM],x,x,-10%[10 µM]
CCc1nnc(NC(=O)CCC(=O)Nc2ccccc2)s1,3%,3%,-14%[38.3 µM],14%,20%,17%,-6%
CCN(CC)c1ccc(NC(=O)COC(=O)C23CCC(=O)N2c2ccccc2S3)cc1 (centres undefined),0%,1%,45%[activator][38.3 µM],-2%,-10%,8%,-3%
Cc1cc(=O)[nH]c2c1c(C)nn2C1CCCCC1,-2%,-2%,14%[38.3 µM],24%,3%,21%,-9%
CCC(C)(C)NC(=O)c1cc(S(=O)(=O)N2CCCCC2)ccc1N1CCOCC1,5%,5%,2%,11%,u,0%,-27%
CCOC(=O)C1CCN(C(=O)c2ccccc2NS(=O)(=O)c2ccc(F)c(F)c2)CC1,6%,2%,-1%,4%,5%,-9%,8%[10 µM]
CCC(C(=O)OCC(=O)Nc1cc(Cl)cc(Cl)c1)c1ccccc1 (centres undefined),-1%,u,4%,-18%,u,-14%,9%[10 µM]
CC1CN(/C=C/C(=O)C(F)(F)F)CC(C)O1 (centres undefined),1%,-10%,-7%,13%,-1%[46 µM],3%,22%[10 µM]
Cc1cccc(OCCCC(=O)Nc2nccs2)c1,x,-3%,x,4%,u,x,-4%
O=C(Nc1ccc(Cl)cc1Cl)c1cccc(N2C(=O)C=CC2=O)c1,-2%,4%,u,-6%,10%,-19%,-6%
Oc1cccc(-c2nc3c4c(ncn3n2)-c2ccccc2CC42CCCC2)c1,-5%,2%,21%[38.3 µM],u,u,-25%,-19%
C#CC[N+](C)(C)C(C#Cc1ccccc1)CC=C (centres undefined),-2%,3%,11%[38.3 µM],-24%,2%,12%,-3%
